From PubChem
Anesthetic bind = candidate novel general anesthetic via apoferritin binding; P02791; apoferritin/1-aminoanthracene competitive binding, fluorescence; Potency, µM (highest dose often 77.5 µM), without a hit: at the top dose activity change, negative = displacement, usual class: inhibitors; hit rate 0.074% among 350,000; AID 485281; further: potency means the concentration at half of the fitted maximal effect; on the % scale 0 is the no-effect control and ±100 the full control effect; nearly all actives have a fitted effect of over 20% in size
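Steps: apoferritin (10 uM) was premixed with half-saturated 1-AMA in PBS, compounds were pin-transferred, plates stood 10 min at room temperature, fluorescence was read at 380/535 nm, and curves were fitted with a Hill equation.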
D1 potentiator = human D1 dopamine receptor positive modulation; HEK293 TREx D1 cells, calcium flux, dopamine EC20 potentiation; AID 504651; P21728; hit rate 0.036% among 360,000; potentiation, % at 10 µM; in the data active means potentiation above about 30%; further: 0% is about no effect
Target sequence (P21728 whole entry, looked up): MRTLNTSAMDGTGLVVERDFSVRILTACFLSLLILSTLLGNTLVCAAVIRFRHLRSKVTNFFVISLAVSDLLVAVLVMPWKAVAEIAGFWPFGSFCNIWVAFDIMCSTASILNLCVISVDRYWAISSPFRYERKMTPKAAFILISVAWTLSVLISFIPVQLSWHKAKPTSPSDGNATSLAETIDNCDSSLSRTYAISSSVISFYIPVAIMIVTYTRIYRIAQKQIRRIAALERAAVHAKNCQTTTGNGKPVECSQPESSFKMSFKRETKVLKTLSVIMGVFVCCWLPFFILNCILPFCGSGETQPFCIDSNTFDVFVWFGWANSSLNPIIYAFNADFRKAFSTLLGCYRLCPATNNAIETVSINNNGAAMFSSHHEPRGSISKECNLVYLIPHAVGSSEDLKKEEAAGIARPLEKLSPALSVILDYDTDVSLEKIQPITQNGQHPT
D2 potentiator = positively modulates the human D2 dopamine receptor allosterically. HEK293 T-REx D2, calcium flux, EC20 dopamine potentiation. AID 485347. hit rate 0.34% among 340,000. P14416. potentiation, % at 10 µM;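 active means potentiation over 3 SD above the plate norm, cut at about 30% in these data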; further: 0% is about no effect
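Primary screen. Calcium kinetics in induced HEK293 T-REx D2 cells: compound pre-addition 180 s, EC20 dopamine, 180 s more.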
TRHR PAM = allosteric enhancers of human TRH receptor | P34981 | TRHR cells, fluo-8 calcium fluorescence, EC20 TRH enhancement | enhancement, % at 2 µM | hit rate 0.66% among 360,000 | AID 493056; in the data active means enhancement above about 30%; further: 0% is about no effect
Target sequence (P34981 whole entry, looked up): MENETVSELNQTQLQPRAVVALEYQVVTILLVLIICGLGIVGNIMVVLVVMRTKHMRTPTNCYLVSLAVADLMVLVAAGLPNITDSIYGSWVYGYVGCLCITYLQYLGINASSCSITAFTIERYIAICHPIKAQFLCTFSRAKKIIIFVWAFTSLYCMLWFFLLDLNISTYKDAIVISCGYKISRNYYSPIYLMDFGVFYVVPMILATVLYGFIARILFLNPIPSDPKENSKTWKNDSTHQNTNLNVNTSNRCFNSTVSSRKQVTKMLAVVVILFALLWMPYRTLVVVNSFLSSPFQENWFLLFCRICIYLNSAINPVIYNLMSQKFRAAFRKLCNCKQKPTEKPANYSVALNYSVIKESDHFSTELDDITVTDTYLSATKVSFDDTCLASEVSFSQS
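TRHR-expressing cells loaded with fluo-8 calcium dye were read kinetically (ex 480/em 530) during compound addition, then stimulated with an EC20 of TRH (10 nM final). Enhancement of the Gq-mediated intracellular calcium response was scored.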
RXFP1 ag = RXFP1 (human) receptor agonism. Q9HBX9. HEK293T-RXFP1 cAMP TR-FRET, 30 min; response scale: percent of porcine relaxin response, buffer zero. Potency, µM (series often up to 57.5 µM), without a hit: top-dose activation, hits mostly activators. hit rate 0.3% among 370,000. AID 2676; further: potency means the concentration at half of the fitted maximal effect; on the % scale 0 is the no-effect control and ±100 the full control effect; nearly all actives have a fitted effect of over 60% in size; many of its hits are not listed in these tables
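HEK293 cells stably expressing RXFP1, treated 30 min at 37C with compounds plus PDE4 inhibitor Ro 20174; cAMP measured by HTRF TR-FRET. Normalized to buffer and 29 nM porcine relaxin; EC50 by Hill fit.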
TRHR agonist = activates the human TRH receptor; activation, % at 2 µM; TRHR cells, calcium flux fluo-8, FDSS agonist mode; hit rate 0.18% among 360,000; in the data active means activation above about 30%; further: 0% is about no effect
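Fluo-8-loaded TRHR cells; 10 s baseline, compound added, kinetic Ca2+ fluorescence read 1/s, agonist mode.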
D1 agonist = human D1 receptor agonism; activation, % at 2 µM; AID 504660; hit rate 1% among 360,000; P21728; HEK293 T-REx D1 cells, calcium flux, agonist mode; in the data active means activation above about 30%; further: 0% is about no effect
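Agonism was scored from calcium flux recorded over 180 s (1 read/s) after pintool compound addition, following a 10-cycle baseline. Cells were inducible force-coupled HEK293 TREx D1, plated overnight at 30 C and loaded with no-wash calcium dye.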
D1 antag = human D1 dopamine receptor antagonism. hit rate 3.2% among 360,000. activity change, negative = inhibition, % at 10 µM. AID 504652. P21728. HEK293 TREx D1 cells, calcium flux, dopamine EC80; stronger effect = lower value; in the data active means activity change below about -30%; further: on the % scale 0 is the no-effect control and ±100 the full control effect
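Antagonism measured as reduced calcium response to an EC80 dopamine addition following 180 s compound pre-read; cells were inducible HEK293 Trex D1 plated overnight at 30 C, read kinetically at 1 cycle/sec.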
RXFP1 antagonist = blocks the human relaxin receptor RXFP1 | Q9HBX9 | HEK293-RXFP1, relaxin-stimulated cAMP HTRF, 30 min; stronger effect = lower value | activity change, negative = inhibition, % at 57.5 µM | hit rate 0.59% among 350,000 | AID 1259400;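 active means activity change of -60% or lower, but not beyond a set lower limit; inconclusive means change between -60% and -40%, or beyond the set limit; inactive means change above -40%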; further: on the % scale 0 is the no-effect control and ±100 the full control effect
The depositor's hits bear a star; ? = inconclusive; nt = no result given; & = joins results of further samples. Unless noted, the call rests on the fitted dose curve; in most records, active means well fitted curve in the direction sought with a large enough effect; inconclusive means small, poorly fitted or top-dose-only effect, or another doubt; inactive means no such curve, though single readings can be large; an effect the other way counts as inactive or inconclusive. Only part of the results is shown; rates above refer to the full screens.

entry	Structure	Anesthetic bind	D1 potentiator	D2 potentiator	TRHR PAM	RXFP1 ag
1	O=C(N[C@@H](Cc1ccccc1)C(=O)OCc1ccccc1)c1nc[nH]c1C(=O)N1CCc2ccccc2C1	-2%	2	10	-3	-1.6%
2	COC(=O)C(=Nc1ccccc1)/C(C(=O)C(=O)N(C)c1ccccc1)=C(\O)c1ccc(Cl)cc1	?	11	-5	-3	?
3	O=C(COc1ccc2c3c(c(=O)oc2c1)CCC3)NCCCN1CCOCC1	-6%	-2	9	2	16%
4	O=C(Cc1cccs1)N/N=C/C=C\c1ccco1	-9%	-4	2	0	-0.1%
5	COc1ccccc1-n1ncc2c(=O)[nH]c(SCC(=O)Nc3cccc(F)c3)nc21	-8%	-2	3	-3	1.1%
6	C=CCNC(=O)c1ccc(N(Cc2ccccc2)S(C)(=O)=O)cc1	-6%	-3	4	3	-0.4%
7	O=C(NCCNC(=O)c1ccccn1)c1ccc(Cl)cc1	4%	-1	19	8	2.4%
8	Cc1cc(C)nc(NC(=O)c2cccc(Cl)c2)n1	-5%	2	9	-8	-0.1%
9	O=C(NCCCN1CCC(Cc2ccccc2)CC1)C1CCN(S(=O)(=O)N2CCOCC2)CC1	-17%	-3	-7	-1	-0.3%
10	O=C(NCc1cccnc1)C1CC(=O)N(c2ccc(Cl)cc2)C1 (stereo not given)	-8%	-3	10	8	-0.7%
11	CCc1ccc(C(=O)Cc2cc3cccc(OC)c3oc2=O)cc1	3%	-4	26	-4	-0.2%
12	CCC1C(=O)Nc2nc(-c3ccccc3)c(-c3ccccc3)n2N=C1C (stereo not given)	?	1	9	3	2.7%

entry	TRHR agonist	D1 agonist	D1 antag	RXFP1 antagonist
1	0.5	3	5	nt
2	0.9	4	8	-4
3	-0.5	3	-8	13
4	0.3	2	-13	-28
5	0.1	0	0	2
6	0.0	6	-1	-1
7	0.5	0	10	7
8	0.2	0	10	7
9	-0.6	4	-2	14
10	-0.9	2	7	-2
11	0.3	7	-8	11
12	-0.2	3	-1	-11

More structures
entry	Structure	Anesthetic bind	D1 potentiator	D2 potentiator	TRHR PAM	RXFP1 ag
13	Cc1ccccc1-c1noc(-c2cccnc2N(C)Cc2ccc(Cl)cc2)n1	2%	-2	0	3	-4.1%
14	Cc1nn(Cc2c(F)c(F)c(F)c(F)c2F)c(C)c1NC(=O)c1nn(C)cc1Br	-13%	3	5	0	0.4%
15	CCOC(=O)N1CCN(C(=O)CN(c2cccc(C)c2)S(=O)(=O)c2ccccc2)CC1	-11%	-1	2	-6	-1.1%
16	COC(=O)C1=C(C)N(Cc2ccc(C)cc2)C(=O)/C1=C\c1ccc(O)c(OC)c1	?	-2	nt	5	0.6%
17	CS(=O)(=O)N(Cc1cc2ccccc2[nH]c1=O)C1CCCCC1	?	-4	14	-2	2.1%
18	CCOC(=O)N1CCN(C(=O)c2ccccc2NS(=O)(=O)c2ccc(C)cc2)CC1	-11%	1	4	-3	1.5%
19	O=C(Cc1ccc(F)cc1)NCC1CCCO1 (stereo not given)	-14%	2	0	3	0.5%
20	CN1CC(=O)N=C1N	-6%&-4%	-1&7	14&-10	3&0	-0.6%&-1.5%
21	Cc1ccc(NC(=O)CN2Cc3ccccc3C2=O)c(C)c1	5%	0	1	-1	3.5%
22	COc1ccccc1C(=O)NCCCNc1ccc([N+](=O)[O-])cc1	1%	-5	0	-5	-1.0%
23	O=C(Nc1cccc2ncccc12)C(Cl)(Cl)Cl	-10%	1	-6	5	-1.7%
24	COc1ccc(Cn2c(C(=O)O)c(CNCCc3cc(OC)ccc3OC)c3ccc(C)cc32)cc1	?	-4	-11	-4	1.3%

entry	TRHR agonist	D1 agonist	D1 antag	RXFP1 antagonist
13	0.9	3	-22	nt
14	0.3	2	-17	-5
15	-0.2	1	1	-13
16	-0.3	3	-12	-8
17	-1.2	5	10	7
18	-0.1	12	8	-8
19	0.2	1	-17	6
20	-0.4&-0.3	-1&0	1&-3	nt
21	-0.6	-1	5	-11
22	-0.7	0	-3	-5
23	-0.4	2	-17	-11
24	-0.1	1	-16	-25

Record cards (already shown). Screens in order: Anesthetic bind	D1 potentiator	D2 potentiator	TRHR PAM	RXFP1 ag	TRHR agonist	D1 agonist	D1 antag	RXFP1 antagonist
Record of `COc1ccccc1C(=O)NCCCNc1ccc([N+](=O)[O-])cc1` = 1%	-5	0	-5	-1.0%	-0.7	0	-3	-5
Record of `COC(=O)C1=C(C)N(Cc2ccc(C)cc2)C(=O)/C1=C\c1ccc(O)c(OC)c1` = ?	-2	nt	5	0.6%	-0.3	3	-12	-8
Record of `CS(=O)(=O)N(Cc1cc2ccccc2[nH]c1=O)C1CCCCC1` = ?	-4	14	-2	2.1%	-1.2	5	10	7
Record of `O=C(Cc1ccc(F)cc1)NCC1CCCO1` (stereo not given) = -14%	2	0	3	0.5%	0.2	1	-17	6

Additional entries follow:
entry	Structure	Anesthetic bind	D1 potentiator	D2 potentiator	TRHR PAM	RXFP1 ag
25	CC1=NN(c2ccccc2)C(=O)C1c1ccccc1 (stereo not given)	-2%	2	7	-3	-0.2%
26	Cc1[nH]n(-c2ccccc2)c(=O)c1N=Nc1ccccc1	-9%	0	nt	16	0.2%
27	O=C(Oc1ccc2ccccc2c1Cl)N1CCCC1	-11%	-7	3	-8	-0.8%
28	COCCn1nnnc1C(c1cccc(OC)c1OC)N1CCN(C2CCCCC2)CC1 (stereo not given)	-13%	1	-1	-1	1.0%
29	CCOc1ccc(/C=N/NC(=S)NC2CC3CCC2C3)cc1 (stereo not given)	7%	1	7	7	-3.0%
30	CSc1cccc(NC(=S)N(CCN(C)C)C(C)c2ccncc2)c1 (stereo not given)	-14%	-5	-3	0	0.0%
31	O=C(NCCCCc1ccccc1)C1CCCC1	-14%	-3	1	-3	0.3%
32	Cc1ccc(C)c(N/N=C2\CCCNC2=O)c1	-4%	2	-4	-2	4.5%
33	CCC(CC)NC(=O)c1ccc(Cl)cc1	-6%	12	16	27	0.2%
34	CCc1ccccc1NC(=O)NNC(=O)c1ccc2ccccc2c1O	0%	-4	14	4	0.5%
35	COc1ccc(N(C)S(=O)(=O)c2cccc(C(=O)Nc3cc(OC)ccc3OC)c2)cc1	-1%	-6	1	0	-1.2%
36	C/C(=N\NC(=O)c1cccc(S(=O)(=O)N2CCCC2)c1)c1ccc(OCC(=O)N(C)C)cc1	nt	4	5	-9	0.1%

entry	TRHR agonist	D1 agonist	D1 antag	RXFP1 antagonist
25	0.5	3	21	-7
26	-0.2	0	35	-8
27	-0.7	-1	-9	2
28	0.2	1	0	-2
29	1.7	6	-3	-7
30	-0.6	2	11	4
31	-0.8	1	-27	-8
32	-0.1	1	7	-6
33	-0.2	1	-13	5
34	0.4	6	-21	-6
35	0.4	10	-8	-14
36	0.0	4	-3	10

(continued)
entry	Structure	Anesthetic bind	D1 potentiator	D2 potentiator	TRHR PAM	RXFP1 ag
37	N/C(=N\OC(=O)COc1ccc([N+](=O)[O-])cc1)c1cccnc1	-3%	38*	-11	4	1.6%
38	Cc1ccc(S(=O)(=O)N2[C@@H](c3ccccc3)C(C(=O)O)=CC[C@H]2c2ccc(Cl)c(Cl)c2)cc1	nt	-5	-5	-5	0.5%
39	N#CCc1ccc(NC(=O)/C=C/c2ccc([N+](=O)[O-])o2)cc1	-11%	-3	0	8	1.2%
40	CCOC(=O)N1CCN(C(=O)c2ccc(NS(=O)(=O)c3ccc4[nH]c(=O)[nH]c4c3)cc2)CC1	nt	-2	-4	-4	1.2%
41	Cc1ccc(/C=N/NC(=O)c2cccnc2)s1	-1%	-1	1	4	1.5%
42	COc1ccc(/C=N/N=C2/NC(=O)CC(C(=O)O)S2)cc1 (stereo not given)	-1%	3	2	-2	-0.2%
43	COc1cc(Cl)ccc1OC(=O)c1cn(-c2ccccc2OC)c(=O)c2ccccc12	-11%	1	7	-5	-0.6%
44	COc1ccc(NC(=O)CN(C)C(=O)c2c(C)nn(Cc3ccc(C)cc3)c2Cl)cc1	nt	-11	16	4	1.8%
45	Nc1ccccc1Sc1nc2ccccc2[nH]1	-4%	-5	4	0	1.0%
46	Cc1cccc(-n2ccnc2SCC(=O)Nc2cc(C(F)(F)F)ccc2Cl)c1	2%	-5	-12	-1	-0.2%
47	Cn1c(=O)cc(N2CCc3ccccc32)[nH]c1=O	2%	-1	3	8	1.4%
48	CCCCNC(=O)/C(=C\c1ccc([N+](=O)[O-])o1)NC(=O)c1ccccc1	-16%	-3	5	1	-1.2%
49	CN(C)c1ccc(C2/C(=C(/O)c3ccccc3)C(=O)C(=O)N2CCCC(=O)O)cc1 (stereo not given)	4%	-4	nt	-5	0.2%
50	CCOC(=O)c1nn(-c2ccc(OCC)cc2)c(C)c1C(C)=O	-16%	-5	0	-3	3.5%

entry	TRHR agonist	D1 agonist	D1 antag	RXFP1 antagonist
37	0.5	2	-2	3
38	-0.1	8	5	nt
39	-0.6	4	-17	-6
40	-0.3	5	-8	-9
41	0.4	2	0	4
42	0.4	1	12	3
43	0.1	1	3	0
44	-0.3	1	-2	-3
45	0.2	1	-2	-28
46	1.4	9	-6	nt
47	-0.8	0	3	3
48	1.1	3	-39*	-18
49	-0.1	1	-1	-8
50	-0.2	1	-2	-10
